# Assay outcomes as filed in PubChem.
# CAL-PDZ inh HTS = inhibitors of human CAL PDZ peptide binding | purified CAL PDZ, TMR-peptide fluorescence polarization, 1 h | inhibition, % at 24.9 µM | 300,000 tested, 0.92% active;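 active = mean inhibition of at least 30% with at least half of replicates also reaching 30%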;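 also: 0% = DMSO neutral control and 100% = excess unlabeled competitor peptide PRC23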
# Cardiac RTF inh = cardiac RTF calcium desensitization; IANBD-labeled cardiac RTF, Ca2+ fluorescence; inhibition, % at 7.15 µM; 340,000 tested, 0.12% active; AID 493244;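 active = inhibition above the mean inhibition of all tested compounds plus 3 SD, cut at about 17% in these data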;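 also: assay run at fixed EC70 calcium of 1.6 mM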
# Keap1 Nrf2 FP = inhibitors of human Keap1-Nrf2 protein-protein interaction | Q14145 | Keap1 Kelch-Nrf2 peptide fluorescence polarization, 1536-well | inhibition, % at 9.4 µM | 340,000 tested, 0.15% active | AID 504523; in the data active = inhibition above about 12%;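 also: human Keap1 Kelch domain with fluorescein labeled Nrf2 9mer peptide probe; 0% = neutral control wells and 100% = peptide positive control; higher means more block of Keap1 binding to Nrf2 peptide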
# HTR5A inv ctr = inverse agonist of human HTR5A in OPRM1-OPRD1 counter-screen. P47898. HTR5A cell line, luminescence, inverse agonism. inhibition, % at 9.3 µM. 340,000 tested, 0.083% active. AID 504634; in the data active = inhibition mostly above about 23%, no sharp cut-off; inactive = mostly below about 18%;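 also: 0% = cells with DMSO and 100% = no-cell wells with DMSO; some compounds called inactive have numbers as strong as hits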
# V-ATPase pH = regulators of yeast V-ATPase proton transport | S. cerevisiae, pHLuorin cytosolic pH fluorescence | response, % at 10 µM | 350,000 tested, 0.37% active; in the data active = response mostly above about 7.3%, no sharp cut-off; inactive = mostly below about 5.4%; also: actives read high; inactives centre near 0; some compounds called inactive have numbers as strong as hits; reference of the scale not given here
# C-LANA FP = blocks KSHV LANA C-terminal domain binding to DNA | MBP-C-LANA/FAM-LBS DNA binding, fluorescence polarization | inhibition, % at 9 µM | 340,000 tested, 0.078% active | AID 504423;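 active = highest replicate inhibition at or above 60% at 9 µM, even if other replicates fall short; inactive = all replicates below 60% inhibition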;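 also: 0% = neutral control wells and 100% = 4 µM acridine orange control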
# OPRM1-OPRD1 inv = inverse agonist of human OPRM1-OPRD1 heterodimerization | inhibition, % at 9.3 µM | 340,000 tested, 0.21% active | AID 504357 | cell-based MOR-DOR heterodimer luminescence, inverse agonism | P35372+P41143; in the data active = inhibition above about 22%, passing the limit was not always enough;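 also: 0% = cells with DMSO and 100% = wells without cells with DMSO; values of inactives mirror those of a sister screen read the other way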
# Target sequence (P35372 whole entry, looked up): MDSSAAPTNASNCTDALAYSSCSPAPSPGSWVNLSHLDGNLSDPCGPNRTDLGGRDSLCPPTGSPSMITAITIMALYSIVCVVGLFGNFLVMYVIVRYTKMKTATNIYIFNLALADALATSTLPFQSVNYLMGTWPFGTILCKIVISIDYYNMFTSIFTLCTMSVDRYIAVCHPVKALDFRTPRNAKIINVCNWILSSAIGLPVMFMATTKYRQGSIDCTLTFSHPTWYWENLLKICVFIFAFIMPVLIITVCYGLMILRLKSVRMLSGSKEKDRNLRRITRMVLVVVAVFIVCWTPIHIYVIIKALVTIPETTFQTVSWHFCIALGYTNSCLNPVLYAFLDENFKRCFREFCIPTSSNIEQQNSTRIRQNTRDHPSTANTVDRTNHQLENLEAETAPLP
# Target sequence (P41143 whole entry, looked up): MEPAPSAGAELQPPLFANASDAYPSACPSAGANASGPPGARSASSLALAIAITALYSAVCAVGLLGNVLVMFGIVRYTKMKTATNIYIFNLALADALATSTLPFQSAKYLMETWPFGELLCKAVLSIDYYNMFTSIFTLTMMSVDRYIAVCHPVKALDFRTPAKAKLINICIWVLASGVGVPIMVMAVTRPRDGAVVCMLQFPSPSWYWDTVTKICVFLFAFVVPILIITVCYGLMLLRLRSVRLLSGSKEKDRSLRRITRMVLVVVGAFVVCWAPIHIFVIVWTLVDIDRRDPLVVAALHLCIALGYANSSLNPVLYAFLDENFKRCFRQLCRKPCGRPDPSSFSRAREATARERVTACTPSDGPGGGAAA
# OPRM1-OPRD1 ag = OPRM1-OPRD1 heterodimerization agonism; P35372+P41143; cells, luminescence; activation, % at 9.3 µM; 340,000 tested, 0.3% active; AID 504326; in the data active = activation above about 18%;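 also: 0% = vehicle-treated cells and 100% = reference agonist; values of inactives mirror those of a sister screen read the other way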
# HTR5A ag ctr = activates human HTR5A in OPRM1-OPRD1 agonist counter-screen. P47898. HTR5A agonist assay, luminescence, cell-based. activation, % at 9.3 µM. 340,000 tested, 0.61% active. AID 504692; in the data active = activation mostly above about 9.5%, no sharp cut-off; inactive = mostly below about 7.6%;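 also: 0% = cells with vehicle only and 100% = reference agonist; strong numbers were not always called active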
# cardiac RTF act = increases calcium sensitivity of human cardiac regulated thin filaments; activation, % at 7.2 µM; IANBD-labeled TnC RTF fluorescence at EC20 calcium; 0% EC20 calcium, 100% full calcium; 340,000 tested, 0.24% active;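 active = activation above the mean over all tested compounds plus 3 SD, cut at about 30% in these data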;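 also: rise in fluorescence read as greater calcium sensitivity of cardiac thin filaments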
# Numbers without * were called inactive; nt = no result given.
SMILES,CAL-PDZ inh HTS,Cardiac RTF inh,Keap1 Nrf2 FP,HTR5A inv ctr,V-ATPase pH,C-LANA FP,OPRM1-OPRD1 inv,OPRM1-OPRD1 ag,HTR5A ag ctr,cardiac RTF act
COc1ccc(Cc2nc(-c3ccccn3)no2)cc1,-2,-1,4,-35,-1,1.8,2,-0.4,3,6
CC(NC(=O)CCNC(=O)c1ccc(Br)cc1)c1ccc(-n2ccnc2)cc1 (stereo not drawn),15,12,-2,-20,-1,-7.1,7,-1.1,7,-6
COCCNC(=O)C1CCC(CNS(=O)(=O)c2ccccc2)CC1 (stereo not drawn),-3,1,-3,-2,2,0.1,9,-1.6,0,0
CCCCN(C)C1=Nc2cccc3cccc1c23,-4,-2,1,-7,-2,0.2,-14,2.3,-6,0
CCN1C(=O)[C@@H]2[C@H](C1=O)[C@@H]1C(=O)Nc3ccccc3C(=O)N1[C@@H]2c1ccc(Br)cc1,2,-4,-3,-7,-4,-1.1,15,-2.7,4,-1
CC(=O)CC(=O)Nc1ccc2ccccc2c1,-2,3,-5,-6,3,2.7,7,-1.2,2,-1
Cc1ccc(-c2cc(C(=O)N3CCN(C4CCS(=O)(=O)C4)CC3)c3ccccc3n2)cc1 (stereo not drawn),nt,5,4,-29,-1,0.5,13,-2.5,8,-1
CCOc1ccccc1CNC(=O)CCNS(=O)(=O)c1ccc2[nH]c(=O)oc2c1,-2,4,-3,1,0,0.3,19,-3.7,0,-2
Nc1c(C(=O)Nc2cccc(F)c2)nnn1-c1cccc(C(F)(F)F)c1,-2,-11,1,1,1,-2.0,-57,12,3,7
O=C(O)c1cc(Cl)ccc1OS(=O)(=O)c1ccc(Cl)s1,-5,1,3,7,-5,-1.3,15,-2.9,-2,-5
Cc1ccc(S(=O)(=O)N2CCOCC2)cc1C(=O)N1CCC(Cc2ccccc2)CC1,-3,-4,-4,-7,1,-1.7,0,-0.1,3,3
Cc1cc(C)cc(NC(=S)N2CCC(NC(=O)C3CCCCC3)CC2)c1,6,-13,-3,-33,-1,-2.2,8,-1.2,11,-2
CCOC(=O)C1CCCN(C(=S)Nc2cccc(Cl)c2C)C1 (stereo not drawn),2,-3,0,1,-1,1.2,20,-3.8,0,2
Cc1ccc(S(=O)(=O)N2CC(C)N(C(=O)N3CCOCC3)C2)cc1 (stereo not drawn),-4,-3,-4,-5,-4,-2.6,-6,0.7,-1,-4
Cc1cc(=O)n2nc(N3CCC(C(=O)NCc4ccc(Cl)cc4)CC3)sc2n1,-10,-5,-2,-5,-1,-1.7,5,-0.9,7,3
O=C(Cc1nnc(NC(=O)Nc2ccc(F)cc2)s1)Nc1ccccc1,-4,-2,-7,4,-2,-0.3,-5,0.8,-2,1
Cc1nn(C)c(C(=O)N/N=C/c2cccnc2)c1Br,-1,-3,-4,-4,4,-0.3,6,-0.9,4,2
CCN(C(=O)COC(=O)c1cnc(C)cn1)c1c(N)n(Cc2ccccc2)c(=O)[nH]c1=O,-7,-9,2,5,0,0.3,13,-3.3,-2,-4
CCNC(=O)N1c2ccc(OCC)cc2C(C)=CC1(C)C,-2,-6,1,10,1,-8.4,-18,3.3,-1,3
COc1ccc(C(=O)C2CCCCC2=O)cc1 (stereo not drawn),1,-8,2,-9,-3,-3.8,13,-2.3,-3,-1
O=C(O)c1cc(N/N=C/C=C/c2ccccc2[N+](=O)[O-])ccc1Cl,0,5,0,26,-4,0.8,7,-1.4,-1,6
Cc1cc(C)nc(-n2ncc3c2CC(c2ccccc2C)CC3=O)n1 (stereo not drawn),-3,6,-1,9,-3,1.5,-3,0.4,-3,5
COc1cc(/C=C/C(=O)N2CCCN(C(=O)/C=C/c3cc(OC)c(OC)c(OC)c3)CC2)cc(OC)c1OC,-1,-1,-6,-2,3,-1.2,-28,4.4,5,6
C=CC[C@@H](CC(=O)NCCO)C(=O)N[C@@H](C)COC(=O)[C@@H](CC=C)Cc1ccc(F)cc1,-4,-35,1,0,0,1.6,6,-1.1,9,-5
O=C1CC(c2cccc(Cl)c2)Cc2nc(N3CCOCC3)ncc21 (stereo not drawn),-4,0,-3,13,0,-0.5,2,-0.4,13*,-3
C=C1CCC[C@]2(C)C[C@H]3OC(=O)C(CNC(C)CCCC(C)C)[C@H]3CC12 (stereo partly drawn),7,1,-2,5,-1,0.5,11,-2.4,-1,-4
Oc1cccc(C(=S)N2CCN(Cc3ccccc3)CC2)c1,-2,2,2,16,0,3.1,-172,32*,-2,6
O=C(Nc1nnc(SCc2ccccn2)s1)C1CC(=O)N(c2ccccc2)C1 (stereo not drawn),-3,2,-3,-11,2,0.0,20,-3.8,3,-1
CCOc1ccc(S(=O)(=O)Nc2ccc(F)cc2)c(C)c1C,-2,-1,-5,0,-5,-0.9,-80,14,3,-1
Cc1ccc([N+](=O)[O-])c(C(=O)N/N=C/c2cccnc2)c1,0,-3,5,-5,4,-1.5,-2,0.3,-1,0

# Looked up by structure from the list above, two records:
SMILES,CAL-PDZ inh HTS,Cardiac RTF inh,Keap1 Nrf2 FP,HTR5A inv ctr,V-ATPase pH,C-LANA FP,OPRM1-OPRD1 inv,OPRM1-OPRD1 ag,HTR5A ag ctr,cardiac RTF act
COc1ccc(Cc2nc(-c3ccccn3)no2)cc1,-2,-1,4,-35,-1,1.8,2,-0.4,3,6
CCNC(=O)N1c2ccc(OCC)cc2C(C)=CC1(C)C,-2,-6,1,10,1,-8.4,-18,3.3,-1,3

# (listing goes on)
SMILES,CAL-PDZ inh HTS,Cardiac RTF inh,Keap1 Nrf2 FP,HTR5A inv ctr,V-ATPase pH,C-LANA FP,OPRM1-OPRD1 inv,OPRM1-OPRD1 ag,HTR5A ag ctr,cardiac RTF act
NS(=O)(=O)c1ccc(NC(=O)COC(=O)CCc2nc3ccccc3c(=O)[nH]2)cc1,6,-12,0,-18,-2,-1.0,11,-2.8,6,2
CCOc1ccc(CN(C)C(=O)CN2C(=O)NC3(CCCc4ccccc43)C2=O)cc1 (stereo not drawn),-5,-6,-10,12,0,1.8,5,-1.1,3,3
CCc1ccc(N2CC(C)Cn3c2nc2c3c(=O)[nH]c(=O)n2C)cc1 (stereo not drawn),-5,6,4,-6,2,2.1,13,-2.2,2,5
O=C(Cn1ccc(C(F)(F)F)n1)N/N=C/c1cccs1,-5,0,3,12,1,0.5,12,-2.3,-2,0
CC(C)C(NC(=O)c1ccccc1)c1nnc(SCC(=O)NC2CCCC2)n1C (stereo not drawn),0,7,-3,7,-7,-0.5,-13,1.7,-3,-4
O=C(c1ccco1)N1CCN(c2cc(=O)n(-c3ccc(Cl)cc3)c(=O)[nH]2)CC1,nt,-2,-6,-25,2,0.1,13,-2.5,9,-8
COc1ccc(Cn2cnc3c(N)c(C)c(C)cc32)cc1,5,1,nt,4,-1,1.3,11,-2.1,-1,2
Cn1nc(C(F)(F)F)c2cc(NC(=O)OCc3ccc(C(C)(C)C)cc3)sc21,16,-8,5,13,-1,0.3,-15,2.6,3,4
CC1=NOC(=O)/C1=C/c1ccc(O)cc1,-6,-9,-5,24,-1,0.7,0,0.1,-9,2
CC(=O)Nc1cccc(OCC(=O)NC(C)C(C)C)c1 (stereo not drawn),-1,-2,-6,10,-1,-0.2,18,-4.1,-4,-2
CN(CC(=O)Nc1ccc(F)c(F)c1F)C(=O)Cc1ccc(S(=O)(=O)N2CCOCC2)s1,nt,-15,-7,-12,nt,-0.4,3,-0.5,3,-5
CCCCc1cc(=O)oc2cc(O)cc(O)c12,1,13,0,-19,-1,-1.7,18,-3.7,1,-3
O=C1CC(NN2CCCCC2)C(=O)N1c1ccccc1 (stereo not drawn),3,-7,-5,-7,0,0.3,13,-2.7,-3,0
COc1cc(C(=O)NCC(=O)N/N=C/c2cccs2)cc(OC)c1OC,1,-12,-7,-4,-1,0.2,6,-0.8,2,0
CCCC1CCC(c2ccc(C(N)=O)cc2)CC1 (stereo not drawn),-3,-4,-7,22,-2,0.3,6,-1.1,-9,4
O=C(COc1ccc(Br)cc1Cl)NC(=S)N1CCc2ccccc21,0,-9,1,-9,-5,0.8,-27,3.8,3,-4
O=C(COC(=O)c1cncc(Br)c1)NC1CCCCCC1,nt,-11,3,0,-2,3.2,11,-2.1,-5,7
COc1ccc(-c2cc(C(=O)Nc3cccc(Cl)c3)no2)cc1,0,-3,-3,7,-3,-1.1,-1,0.2,-2,2
CCOC(=O)C1C(=O)C(=O)N(Cc2ccccc2)C1C(=O)OCC (stereo not drawn),22,-4,-5,-9,6,-0.5,24,-5.0,2,2
COCC(C)NCc1ccccc1C (stereo not drawn),nt,-3,4,-16,-1,-0.2,2,-0.4,-1,-1
CC(=O)Nc1ccc(C(=O)COC(=O)C2CC2C)c(F)c1 (stereo not drawn),-2,-10,0,-25,2,0.1,22,-4.5,8,-4
Cn1nccc1C(=O)N1CCN(S(=O)(=O)c2ccc(Br)s2)CC1,0,-2,-5,-4,2,0.1,8,-1.6,4,-4
Cc1cc2nnc(SCC(=O)NCc3ccco3)n2c2ccccc12,-4,1,-3,-7,2,-2.4,18,-3.5,6,-2
COc1ccc(CCC(=O)Nc2nc3c(s2)CN(C)CC3)cc1OC,11,-5,-5,-12,-2,-2.2,11,-1.8,5,0
O=C1CS/C(=N\N=C\c2ccco2)N1c1ccccc1,5,3,2,-28,-3,-0.3,13,-2.5,-1,-6
O=C(NCCCn1ccnc1)c1ccc(NS(=O)(=O)c2ccc(Cl)c(Cl)c2)cc1,1,7,1,0,-1,0.3,10,-1.5,0,-1
CC(=O)c1ccccc1OCC(O)CN1CCN(CCN2C(=O)c3cccc4cccc(c34)C2=O)CC1 (stereo not drawn),2,-18,-6,-27,1,-0.1,-11,2.2,10,7
CC(C)(C)c1ccc(-c2nc(C#N)c(NCCCn3ccnc3)o2)cc1,nt,-3,-6,-3,3,0.7,3,-0.5,2,0
CC(=O)Oc1ccccc1C(=O)Oc1ccc(/C=N/n2cnnc2)cc1,-3,-1,-3,-13,3,1.1,-8,1.5,-4,3
CSc1ncnc2c1cnn2-c1ccc(C)cc1C,2,-3,-3,0,-1,0.0,-10,1.9,0,-4
O=C(c1cccc(S(=O)(=O)NCCOc2ccccc2)c1)N1CCN(c2ncccn2)CC1,-1,-3,-3,-6,3,-0.7,-4,0.7,3,14
Cc1cccc(OCC(=O)N/N=C\c2cn(C)c3ccccc23)c1,-1,4,-5,-13,1,-2.1,-25,5.0,-3,3
COc1ccc(OC)c(/C=N\NC(=O)c2cc3c(ccc4ccccc43)o2)c1,-4,-13,-5,-5,-2,-0.5,-22,5.5,2,2
Cc1ccc(S(=O)(=O)N(c2nc(N(C)C)nc(N(C)C)n2)n2cnnc2)cc1,-2,-7,1,11,0,1.8,2,-0.3,8,-3
CCCN1C(=S)c2ccccc2C1c1ccccc1 (stereo not drawn),-5,2,-2,-4,0,1.4,8,-1.8,1,-9
COc1ccc(C)cc1NC(=S)N1CCN(c2ncccn2)CC1,nt,1,1,26,3,0.1,20,-4.0,4,4
COc1ccccc1NC(=O)c1ccc(S(=O)(=O)N2CCOCC2)cc1,-8,0,-7,19,7,3.9,2,-0.3,-7,1
COc1cc(NC(=O)COc2ccc3c(C)cc(=O)oc3c2C)cc(OC)c1OC,-3,-3,-4,-18,3,-0.9,2,-0.3,5,-8
